# NCI-60 one-dose screen, 48 h, at 10 µM unless noted. Numbers give growth in % (100 = growth as untreated, 0 = no growth, -100 = all killed).
# HOP-62 – HOP-62 NSCLC; actives 3.9% (n = 80,000)
# CCRF-CEM – CCRF-CEM leukemia; actives 7% (n = 77,000); AID 1794778
# EKVX – EKVX NSCLC. actives 3% (n = 71,000)
# A549/ATCC – A549/ATCC NSCLC; actives 3.7% (n = 81,000)
# RPMI-8226 – RPMI-8226 leukemia cells | actives 7.5% (n = 77,000)
# M14 – M14 melanoma; actives 6.2% (n = 80,000); AID 1794745
# HOP-92 – HOP-92 NSCLC cells; actives 6.3% (n = 71,000)
# MOLT-4 – MOLT-4 leukemia cells. AID 1794779. actives 6.9% (n = 80,000)
# Active calls of the source: *; · = not tested or not shown; & = joins results of further samples; [ ] = another dose, or the depositor's remark. The calls were made as follows: active = growth percent below 10; inactive = the rest.
Structure | HOP-62 | CCRF-CEM | EKVX | A549/ATCC | RPMI-8226 | M14 | HOP-92 | MOLT-4
O=C(/C=C/c1ccccc1)c1ccc(-n2cc(CN3CCN(c4cc5c(cc4F)c(=O)c(C(=O)O)cn5C4CC4)CC3)nn2)cc1 | 80 | 65 | 94 | 89 | -0.5* | 84 | 80 | 84
O=C1CN(C2=Nn3c(nnc3-c3cc(C(F)(F)F)cc(C(F)(F)F)c3)SC2)CCN1 | 94 | 103 | · | · | 110 | 126 | 89 | 109
O=c1cc2c(=O)oc3cc(O)c(O)oc3c2c(O)c1O | 96 | 98 | 77 | 95 | 97 | 104 | 103 | 116
CC(C)(C)c1cc(C=NCc2ccco2)c(O)c(C(C)(C)C)c1 | 105 | 96 | 110 | 79 | 103 | 104 | 105 | 83
CCN(CC)CCCN1C(=O)c2c(c(C)c3c(oc4ccc(OC)cc43)c2C)C1=O | 94 | 94 | 105 | 101 | 99 | 104 | 87 | 96
CC1/C=C/C=C/C=C/C=C/C=C/C=C/C=C/C(O[C@@H]2O[C@H](C)[C@H](O)[C@@H](O)[C@@H]2N)CC(O)C(C(=O)O)C(O)CC(=O)CC(O)CC(O)CC(O)CC(=O)CCCC(=O)CC(=O)OC1C(C)CC(C)C(O)CC(=O)c1ccc(N)cc1 (some centres not stated) | · | -59* | -99* | -100* | -44* | -89* | -88* | -72*
O=S(=O)(NCCNc1nccc(-c2c(-c3cccc(F)c3)nc3sccn23)n1)c1ccc(C(F)(F)F)cc1 | 102 | 81 | 86 | 72 | 84 | 91 | 64 | 57
O=c1[nH][nH]c(=O)c2c([N+](=O)[O-])cccc12 | 93 | 107 | 91 | 114 | 100 | 102 | 100 | 103
CC(=O)OCC(C)CCC1OC2CC3C4CCC5CC(OC(C)=O)CCC5(C)C4CCC3(C)C2C1C (configuration not stated) | 109 | 94 | · | 101 | 99 | 93 | 96 | 98
COc1cc(C2C=C(c3ccc(C)cc3)Nc3nc(SC)[nH]c(=O)c32)ccc1Oc1ccnc2cc(Cl)ccc12 (configuration not stated) | 113 | 67 | 77 | 63 | 66 | 85 | · | 64
COc1ccc(C(=O)CSc2nc(Nc3cccc(S(N)(=O)=O)c3)c(C#N)c(C(C)C)n2)cc1 | 110 | 93 | 104 | 98 | 94 | 104 | 88 | 87
C(=C\c1n(Cc2ccc3ccccc3c2)c2ccccc2[n+]1Cc1ccc2ccccc2c1)/c1ccc(-n2c3ccccc3c3ccccc32)cc1 | 95 | 76 | 86 | 101 | 83 | 101 | 96 | 92
Cc1c(Cl)cccc1NC(=S)NC(=O)c1ccccc1 | 110 | 95 | 72 | 75 | 74 | 115 | 72 | 84
COC(=O)c1ccc(Cl)cc1OC | 93 | 79 | 108 | 92 | 62 | 97 | 79 | 87
Cn1c(=O)c2c(nc(Br)n2CC(=O)Nc2ccc(Cl)cc2Cl)n(C)c1=O | 103 | 99 | 100 | 106 | 101 | 97 | 111 | 103

Structure | HOP-62 | CCRF-CEM | EKVX | A549/ATCC | RPMI-8226 | M14 | HOP-92 | MOLT-4
CCOC(=O)CCC(=O)Oc1ccc2c(c1)C(=O)c1ccc(OC(=O)CCC(=O)OCC)cc1C2=O | 89 | 104 | 99 | 105 | 100 | 107 | 80 | 125
O=C(O)C1(C(=O)O)c2ccccc2-c2c1c1c3ccccc3[nH]c1c1c2[nH]c2ccccc21 | 84 | 82 | 78 | 78 | 79 | 81 | 91 | 70
O=C(COc1ccc(NC(=O)Nc2ccccc2)cc1)N=Nc1c(O)[nH]c2ccccc12 | 133 | · | 101 | 109 | 119 | 98 | 102 | ·
O=c1[nH]nc(-c2ccccc2I)c(=O)[nH]1 | 100 | 105 | · | 111 | 102 | 102 | 94 | 96
COc1ccc(Nc2ncc3c(n2)CCc2cnc(Nc4ccc(OC)cc4)nc2-3)cc1 | 87 | 55 | 67 | 92 | 73 | 63 | 76 | 61
Cc1ccc(C(=O)/C(=C/c2ccc([N+](=O)[O-])cc2)SCc2ccc(Cl)cc2)cc1 | 100 | 8.7* | 89 | 68 | -33* | 75 | 92 | 20
NC(=O)COc1ccc(Br)cc1Br | 105 | 100 | 54 | 91 | 104 | 100 | 81 | 110
Cc1ccc(-c2csc(/N=C3\C(=O)Nc4ccc(C)cc43)n2)cc1 | 75 | 79 | 90 | 90 | 74 | 103 | · | 51
CCCS(=O)(=O)c1ncnc2nc[nH]c12 | 82 | 94 | 103 | 95 | 94 | 99 | 94 | 103
Cc1ccc(C(=O)O)cc1N=C1NC(=O)CS1 | 103 | 105 | 102 | 100 | 104 | 106 | 100 | 104
CCCN(C)CC(C)Nc1cc(OC)cc2cccnc12 (configuration not stated) | 80 | 76 | 86 | 74 | 99 | 99 | 102 | ·
COc1ccc(C2C=C(c3ccc(NCc4nccc(OCC(F)(F)F)c4C)cc3)NC(N)=N2)cc1 (configuration not stated) | 87 | 67 | 80 | 68 | 62 | 86 | 101 | 55
N#CC1C(=O)NC(=O)C(C#N)C12c1ccccc1Oc1ccccc12 (configuration not stated) | 91 | 80 | 82 | 92 | 102 | 118 | 87 | 95
Cc1ccc2c(c1)/C(=N/c1nc(-c3ccccc3)cs1)C(=O)N2 | 58 | 104 | 89 | 75 | 81 | 102 | · | 62
O=C1c2ccccc2C(=O)N1O | 80 | 96 | · | 101 | 107 | 111 | 106 | 88

# Shown as labelled records: part of the list above.
Cc1ccc(C(=O)/C(=C/c2ccc([N+](=O)[O-])cc2)SCc2ccc(Cl)cc2)cc1
  HOP-62: 100
  CCRF-CEM: 8.7*
  EKVX: 89
  A549/ATCC: 68
  RPMI-8226: -33*
  M14: 75
  HOP-92: 92
  MOLT-4: 20

NC(=O)COc1ccc(Br)cc1Br
  HOP-62: 105
  CCRF-CEM: 100
  EKVX: 54
  A549/ATCC: 91
  RPMI-8226: 104
  M14: 100
  HOP-92: 81
  MOLT-4: 110

Cc1ccc(-c2csc(/N=C3\C(=O)Nc4ccc(C)cc43)n2)cc1
  HOP-62: 75
  CCRF-CEM: 79
  EKVX: 90
  A549/ATCC: 90
  RPMI-8226: 74
  M14: 103
  HOP-92: ·
  MOLT-4: 51

# Next section:
Structure | HOP-62 | CCRF-CEM | EKVX | A549/ATCC | RPMI-8226 | M14 | HOP-92 | MOLT-4
O=C1Cc2cccc3c2c(cn3Cc2ccccc2)-c2ccccc21 | 84 | 72 | 94 | 88 | 72 | 90 | 73 | 71
COc1ccc2nc(-c3ccc(NC(=O)/C=C/c4ccc(OC)c(OC)c4)cc3)sc2c1 | 91 | 92 | 100 | 94 | 93 | 109 | · | 91
CN(C)c1nc(NCCNS(=O)(=O)c2ccc(C3=Nc4c(N)nc(N)nc4NC(c4ccc(Cl)cc4)C3)cc2)nc(N2CCOCC2)n1 (configuration not stated) | 57 | 17 | 38 | 63 | 21 | 45 | -11* | 14
Cc1c(C2(c3cc(Br)c(O)c(Br)c3C)OS(=O)(=O)c3ccccc32)cc(Br)c(O)c1Br | 103 | 89 | 110 | 95 | 94 | 104 | 67 | 91
Cc1cc(N(C)c2ccccc2)nc(N(C)c2ccccc2)n1 | 94 | 97 | 90 | 97 | 89 | 85 | 108 | 98
CC(=O)c1c2ccccc2cc2ccccc12 | 98 | 104 | 103 | 100 | 108 | 105 | · | 106
Nc1nc(N2CCCCC2)c2ncn(C3OC(CO)C(O)C3O)c2n1 (configuration not stated) | 107 | 100 | · | 102 | 100 | 99 | 103 | 102
CC(=O)N[C@@H](CO)CC(=O)c1ccc2c(c1O)C=CC(C)(C)O2 | 88 | 86 | · | 101 | 93 | · | 94 | 99
O=C(N[C@H]1C(O)[C@H](O)C(CO)O[C@H]1O)NS(=O)(=O)c1ccc(Cl)cc1Cl (some centres not stated) | · | 95 | 100 | 114 | 100 | 101 | 101 | 105
CCCCN(CCC)CCCCCCCCCN1CCCc2ccccc21 | 73 | 66 | 59 | 78 | 42 | 71 | · | 64
O=C(O)/C=C\C(=O)Nc1nccs1 | 91 | 116 | 118 | 99 | · | 102 | 134 | ·
COC(=O)C(CC(=O)CNC(=O)c1ccccc1)NC(=O)c1ccccc1 (configuration not stated) | 112 | 114 | 109 | 108 | 112 | 107 | 99 | 93
Cc1ccc(CN2CCSC(C(=O)Nc3ccccc3)C2)s1 (configuration not stated) | 88 | 78 | 86 | 87 | 85 | 108 | 84 | 82
O=C1c2ccccc2C(=O)C1c1ccc(Br)cc1 | 115 | 76 | 96 | 108 | 83 | 109 | 75 | 101
Nc1c(Cl)ccc2cccnc12 | 116 | · | 110 | 89 | 120 | 104 | 106 | 97

# Each structure is followed by: HOP-62 | CCRF-CEM | EKVX | A549/ATCC | RPMI-8226 | M14 | HOP-92 | MOLT-4
> C=C(Cl)/C=N/C(=O)NC(O)C(=C)Cl (configuration not stated)
→ 89 | 101 | 100 | 95 | 107 | 99 | 125 | 94
> O=C(CSc1nnc(-c2ccccc2)o1)NC1=NN=C(c2ccc(Cl)cc2)CS1
→ 83 | 88 | 98 | 73 | · | 97 | 94 | 90
> CC(=O)/C=C/c1ccc(N(C)C)cc1
→ 117 | 101 | 105 | 102 | 106 | 103 | 110 | 97
> COc1ccc(Oc2nc(Cl)ncc2NC(=O)Nc2cc(OC)cc(OC)c2)cc1
→ 95 | 91 | 104 | 79 | 71 | 109 | 76 | 70
> COc1ccc(OC)c(NC(=O)CCCC(=O)CC(=O)c2cccnc2)c1
→ 107 | 113 | 101 | 103 | 109 | 100 | 127 | 109
> O=C(OCP(=O)(COC(=O)c1ccccc1)COC(=O)c1ccccc1)c1ccccc1
→ 92 | 110 | 99 | 114 | 108 | 115 | 108 | 99
> CCCCCCCCCCCCCCCCCC(=O)Nc1ccc(OC)cc1
→ 101 | 86 | 95 | 104 | 100 | 105 | 102 | 102
> O=C1c2ccccc2CCC12OC2c1cn(-c2ccccc2)nc1-c1cccc([N+](=O)[O-])c1 (configuration not stated)
→ 91 | 86 | 96 | 94 | 102 | 90 | 87 | 83
> C#Cc1cccc(Oc2ccc(NC(=O)CCl)cc2)c1
→ 84[8.25 µM] | 2.4*[8.25 µM] | 82[8.25 µM] | 68[8.25 µM] | 24[8.25 µM] | 25[8.25 µM] | 81[8.25 µM] | 0.8*[8.25 µM]
> CSc1nc2nc3c(nc2c(=O)n1C)C(=O)c1ccccc1C3=O
→ -98* | · | · | -67* | -20* | -85* | -40* | -12*
> c1ccc2c(c1)CNc1ccccc1-2
→ 105&102 | 99&95 | 96&108 | 94&106 | 96&98 | 111 | 117&108 | 97&105
> CC1(C)N=C(N)N=C(N)N1c1ccc(CCc2ccccc2)c(Cl)c1
→ 26 | 20 | · | 10 | 26 | 21 | · | 20
> COc1ccc(/C=C/C(=O)c2ccc(NC(=O)CSc3nnc(-c4ccc(OC)cc4)o3)cc2)cc1
→ 88 | 77 | 93 | 81 | 67 | 92 | 87 | 65
> COc1ccc(N=c2nc3sc4cc(Cl)ccc4n3c(N)c2C#N)cc1
→ 102 | 89 | 71 | 62 | 101 | 71 | 88 | 38
> COc1ccc(-c2csc(N/N=C/c3cn(-c4ccc(C(=O)O)cc4)nc3-c3ccc(C(=O)O)cc3)n2)cc1
→ 99 | 103 | 94 | 114 | 104 | 101 | 113 | 104
> Cc1nc(C)c(Br)s1
→ 105 | 114 | 107 | 106 | 108 | 106 | 80 | 79
> CCOC(OCC)c1ccc(-n2c(N)c(C#N)cnc2=S)c2c1OC2=NC=C(C#N)C#N
→ 91 | 101 | 86 | 104 | 95 | 101 | 88 | 102
> Nc1cccc([N+](=O)[O-])c1N
→ 110 | 75 | 94 | 86 | 93 | · | · | 106
> CC(=O)c1ccc(C)cc1C
→ 101 | 102 | 101 | 90 | 102 | 114 | 94 | 103
> CCOC(=O)c1c(C)nc2[nH]n(-c3ccccc3)c(=O)c2c1-c1ccc(Cl)cc1Cl
→ 102 | 97 | 95 | 98 | 78 | 97 | 96 | 85
> CNCC(N)=O
→ 94 | 87 | · | 67 | 58 | 70 | · | 79
> CC(C)OC(=O)[C@]12CCC(C)(C)C[C@H]1C1=CC[C@@H]3[C@@]4(C)C/C(=C/c5ccco5)C(=O)C(C)(C)[C@@H]4CC[C@@]3(C)[C@]1(C)CC2
→ 105 | 57 | 102 | 103 | 88 | 108 | 110 | 82
> Cc1ccc(C(=O)c2ccc3nc(-c4ccc(Br)cc4)n(C)c3c2)cc1
→ 111 | 112 | 105 | 104 | 110 | 97 | 117 | 104
> CC1(C)CC2(C)OCCN2C(=S)N1 (configuration not stated)
→ 104 | 95 | · | 97 | 94 | 100 | 84 | 101
> O=c1[nH]c2ccccc2cc1CSc1nccc(-c2ccc(-c3ccccc3)cc2)n1
→ 103 | 99 | 92 | 101 | 104 | 109 | 117 | 92
> Cn1ccnc1C(=O)/C=C/c1ccc(C(=O)Nc2ccc(Cl)cc2)cc1
→ -4.4* | 8.4* | 8.5* | 7.0* | -8.5* | 6.2* | 17 | 5.1*
> CNS(=O)(=O)Oc1ccc(-c2sc3cc(OS(=O)(=O)NC)ccc3c2C(=O)c2ccc(OCCN3CCCCC3)cc2)cc1
→ 80 | 47 | 80 | 62 | 36 | 66 | 64 | 23
> O=[N+]([O-])C1CCCCC1
→ 138 | 97 | 117 | 102 | 117 | 103 | 118 | 93

# Single records, as listed above.
# O=[N+]([O-])C1CCCCC1 is listed as HOP-62 = 138; CCRF-CEM = 97; EKVX = 117; A549/ATCC = 102; RPMI-8226 = 117; M14 = 103; HOP-92 = 118; MOLT-4 = 93
# COc1ccc(Oc2nc(Cl)ncc2NC(=O)Nc2cc(OC)cc(OC)c2)cc1 is listed as HOP-62 = 95; CCRF-CEM = 91; EKVX = 104; A549/ATCC = 79; RPMI-8226 = 71; M14 = 109; HOP-92 = 76; MOLT-4 = 70

# Source: PubChem (NCI)
